Assay outcomes (PubChem BioAssay)
APOBEC3A inh = human APOBEC3A DNA deaminase inhibition; 330,000 tested, 0.41% active; recombinant A3A, FAM/TAMRA ssDNA deamination fluorescence; inhibition, % at 20 µM; P31941;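 active = at least 40% inhibition at 20 µM here, with at most 30% in a related deaminase screen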;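 also: plate controls were A3A with DMSO for no effect and wells lacking A3A enzyme for full effect; some results filed as inactive read as strong as hits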
Target sequence (P31941 whole entry, looked up): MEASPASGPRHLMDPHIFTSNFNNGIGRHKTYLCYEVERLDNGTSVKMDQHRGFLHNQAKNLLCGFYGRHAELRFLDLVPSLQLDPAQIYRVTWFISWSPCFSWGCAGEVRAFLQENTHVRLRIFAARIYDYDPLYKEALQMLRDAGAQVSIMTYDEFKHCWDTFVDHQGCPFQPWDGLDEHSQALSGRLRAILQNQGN
GRIN3A LBD mod = NR3A (human) ligand-binding domain modulation | AID 1259313 | Tm shift relative to glycine control, % at 25 µM | NR3A LBD differential scanning fluorimetry, Tm shift; 0% = protein alone, 100% = glycine-bound protein | 340,000 tested, 2.5% active;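 active = melting temperature shift of at least 10% of the positive control shift, at one fixed dose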
APOBEC3G inh = blocks human APOBEC3G single-stranded DNA deamination | recombinant A3G, ssDNA deamination FAM/TAMRA fluorescence | inhibition, % at 20 µM | 330,000 tested, 0.28% active | AID 493012;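 active = inhibition of at least 40% at 20 µM, with no more than 30% in the related APOBEC3A deaminase screen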;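 also: plate controls were DMSO wells with A3G for no effect and wells lacking A3G enzyme for full effect; some compounds called inactive have numbers as strong as hits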
Target sequence (Q9HC16 whole entry, looked up): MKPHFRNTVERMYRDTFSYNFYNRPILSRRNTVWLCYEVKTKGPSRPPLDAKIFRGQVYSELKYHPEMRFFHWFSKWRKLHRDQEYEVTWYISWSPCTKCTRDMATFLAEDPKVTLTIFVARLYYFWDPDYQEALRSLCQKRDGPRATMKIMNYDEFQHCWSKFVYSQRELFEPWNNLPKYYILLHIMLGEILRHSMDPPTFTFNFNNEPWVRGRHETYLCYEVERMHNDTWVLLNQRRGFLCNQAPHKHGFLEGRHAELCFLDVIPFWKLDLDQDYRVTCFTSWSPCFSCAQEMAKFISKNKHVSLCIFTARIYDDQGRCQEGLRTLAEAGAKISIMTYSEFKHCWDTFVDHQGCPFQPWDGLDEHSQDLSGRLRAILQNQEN
MPTP inh = permeability transition pore inhibition; 360,000 tested, 1.4% active; isolated mouse mitochondria, Ca2+ swelling absorbance, 30 min; inhibition, % at 10 µM;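 active = inhibition of 50% or more, scaled per plate between neutral and stimulator controls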;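 also: 0% = DMSO wells given calcium and 100% = 1 mM EGTA wells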
CXCR6 block = inhibitors of human CXCR6 receptor; O00574; CHO-K1 PathHunter CXCR6 beta-arrestin, luminescence; inhibition, % at 20 µM; 360,000 tested, 0.36% active; in the data active = inhibition above about 34%, passing the limit was not always enough;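 also: antagonist mode with CXCL16 agonist at 10 nM final; 0% = 10 nM CXCL16 with DMSO and 100% = unstimulated wells without agonist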
CCR6 antag = CCR6 (human) receptor antagonism | AID 493098 | CHO-K1 CCR6 PathHunter beta-arrestin, luminescence, CCL20-stimulated | 340,000 tested, 0.49% active | P51684 | inhibition, % at 20 µM;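 active = compounds whose inhibition of the agonist-driven luminescence signal at 20 µM reaches about 50%, limit read from the data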;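 also: cells stimulated with CCL20 at 14 nM final; plate controls were DMSO with CCL20 for no effect and DMSO without agonist for full effect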
Target sequence (P51684 whole entry, looked up): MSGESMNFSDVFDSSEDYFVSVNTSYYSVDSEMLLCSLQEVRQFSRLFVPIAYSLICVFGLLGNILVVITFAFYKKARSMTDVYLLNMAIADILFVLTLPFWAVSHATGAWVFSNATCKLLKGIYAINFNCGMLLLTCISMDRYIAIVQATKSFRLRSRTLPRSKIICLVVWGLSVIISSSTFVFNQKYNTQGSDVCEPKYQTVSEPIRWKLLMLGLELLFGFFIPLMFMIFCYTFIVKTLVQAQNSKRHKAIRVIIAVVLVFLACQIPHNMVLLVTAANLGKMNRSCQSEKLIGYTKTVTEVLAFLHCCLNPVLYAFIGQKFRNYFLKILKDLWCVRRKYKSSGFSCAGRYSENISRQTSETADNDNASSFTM
Gli-Sufu block = blocks Gli-Sufu signaling in a luciferase reporter. inhibition, % at 5 µM. AID 588413. Sufu-KO-LIGHT fibroblasts, Gli luciferase reporter luminescence. 340,000 tested, 0.74% active;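 active = inhibition above about 55%, limit read from the data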;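 also: 0% = DMSO-treated cells and 100% = wells with medium but no cells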
EBI2 block = blocks human EBI2 receptor beta-arrestin signaling; P32249; EBI2 beta-arrestin recruitment, luminescence, 7a,25-OHC stimulated; inhibition, % at 5 µM; 360,000 tested, 0.81% active; AID 651636; in the data active = inhibition above about 38%;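 also: enzyme fragment complementation signal reports receptor beta-arrestin coupling in cells; 0% = agonist plus DMSO wells and 100% = wells without agonist; some results beyond the cut were filed as inactive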
Numbers without * were called inactive; x = no result given.

no.	structure	GRIN3A LBD mod	APOBEC3G inh	CXCR6 block	APOBEC3A inh	MPTP inh	EBI2 block	Gli-Sufu block	CCR6 antag
1	O=C(O)C(CCC(C(=O)O)c1ccccc1)c1ccccc1 (centres undefined)	0	x	1	x	-0.2	9	4	-1
2	COc1ccc(CNc2nc(C)c([N+](=O)[O-])c(C)c2C#N)cc1	-8	-2	-5	2	0.5	-4	31	-11
3	COc1cccc(CN2CCNC(=O)C2CC(=O)N(Cc2cnn(C)c2)C(C)C)c1 (centres undefined)	0	-6	6	2	1.1	1	6	11
4	CC(C)N1CCc2c(sc(NC(=O)C3CCCCC3)c2C(N)=O)C1	0	5	-1	1	-1.4	-10	4	7
5	O=C(CNC(=O)C12CC3CC(CC(C3)C1)C2)OCc1cc(=O)n2cc(Br)ccc2n1	0	-2	3	2	-2.1	-5	-1	-1
6	COc1cccc(NC(=O)N2CCCC(C(=O)NC3CCCCC3C)C2)c1 (centres undefined)	0	-5	5	-2	-0.3	31	-10	4
7	COc1cccc(/C=N/NC(=O)NC23CC4CC(CC(C4)C2)C3)c1O	-2	-3	16	-7	28	30	-1	26
8	O=C(O)c1ccccc1NS(=O)(=O)c1ccc2ccccc2c1	-9	13	11	7	1.0	0	-29	12
9	CC(=O)OC1CC(C)N(C(=O)c2ccccc2)c2ccc(C)cc21 (centres undefined)	-2	-11	1	-5	-0.6	-10	1	-6
10	O=C(Nc1ccccc1Br)C1CC(=O)N(c2ccc3c(c2)OCCO3)C1 (centres undefined)	-3	-8	-1	-1	-0.2	-11	-8	-2
11	O=C(CNc1cccc(F)c1)N1CCc2ccccc2C1	0	2	8	1	0.8	17	-56	20
12	Cn1nc(CC#N)c2c(=N)n(N)cnc21	1	x	-7	x	-0.8	-10	5	2
13	O=C(c1ccco1)N1N=C(c2ccc(Br)cc2)CC1c1ccco1 (centres undefined)	4	-6	12	-5	-2.3	0	-5	6
14	O=C(/C=C/c1ccco1)N1CCC(Cc2ccccc2)CC1	-2	0	2	10	-0.5	6	-21	3
15	COc1cc(C(CC(=O)N2CCOCC2)c2c(OC)cc(OC)c3ccc(=O)oc23)cc(OC)c1OC (centres undefined)	0	-3	-4	0	2.4	-2	-13	-6
16	Nn1c(SCC(=O)N2CCOCC2)nnc1-c1ccco1	-2	-5	-3	-2	-2.9	-3	-25	-16
17	Cc1ccccc1CSc1nnc(-c2ccccn2)n1N	-1	-2	-6	0	-0.1	-5	-39	-10
18	Cc1nc2ccccc2c(=O)n1-c1ccc(NS(=O)(=O)c2cc(F)ccc2F)cc1	0	7	-4	-3	0.3	-14	4	15
19	COc1ccc(C)cc1S(=O)(=O)Nc1cccc(-c2ccc(N3CCCCCC3)nn2)c1	0	-7	3	-5	-1.6	-6	6	-8
20	O=C(CSc1cc(Cl)ccc1Cl)NC1CCCC1	1	-5	12	0	-0.8	15	-12	10
21	COc1ccc(C(=O)C2CCN(C(=S)NCC3CCCO3)CC2)cc1 (centres undefined)	1	-10	-7	-6	-3.3	61*	15	7
22	COc1ccc(C(CNC(=O)c2ccc(NS(=O)(=O)c3ccc(F)cc3)cc2)N2CCOCC2)cc1 (centres undefined)	-2	-5	3	-2	-0.2	11	2	12
23	COc1cccc(NC(=O)CSc2nnc(CN3CCOCC3)n2C)c1	1	-6	9	-3	-0.5	-3	1	-8
24	CN(C)C(=S)N=Nc1[nH]c2ccccc2c1O	3	0	x	-5	x	x	-10	63*
25	CN1OC[C@@H]2CN(C(=O)CCc3ccccc3)[C@H](c3cccc(N4CCOCC4)c3)C[C@@H]21	-1	x	-3	x	3.6	-3	1	-1

Entries above printed as active in CCR6 antag:
cpd	mol	GRIN3A LBD mod	APOBEC3G inh	CXCR6 block	APOBEC3A inh	MPTP inh	EBI2 block	CCR6 antag
24	CN(C)C(=S)N=Nc1[nH]c2ccccc2c1O	3	0	x	-5	x	x	63*

(cont.)
no.	structure	GRIN3A LBD mod	APOBEC3G inh	CXCR6 block	APOBEC3A inh	MPTP inh	EBI2 block	Gli-Sufu block	CCR6 antag
26	COC(=O)CCN(C(=O)c1cccc([N+](=O)[O-])c1)c1ccccn1	3	-4	8	3	-0.1	-14	-2	2
27	COc1ccc(NS(=O)(=O)c2cc3c4c(c2)C(C)C(=O)N4CCC3)cc1 (centres undefined)	5	-7	-4	-7	-2.0	-6	5	7
28	Cc1csc(NC(=O)CSc2nnc(-c3cccnc3)o2)n1	1	-3	-3	-3	-0.1	-11	-22	-9
29	COc1cc(/C=C2\SC(=O)NC2=O)ccc1OCc1ccc(Cl)nc1	26*	-6	1	-1	-0.1	-4	-17	-6
30	Cc1cccc(Nc2nc(-c3ccccn3)cs2)n1	-3	-7	1	-3	1.5	10	-61	17
31	Cc1ccc(-c2nc(N3CCOCC3)sc2C(=O)N2CCCCC2)cc1	-2	-6	-1	-3	1.1	-4	-2	-2
32	CC1(C(=O)NC2CCCCC2)CCC(=O)N1Cc1cccnc1 (centres undefined)	-1	-5	0	-2	1.2	-5	-3	1
33	CN1CCS/C1=C/C=C1/SC(=S)N(Cc2ccccc2)C1=O	-3	x	28	x	2.0	22	-16	49
34	CC(=O)n1c2ccccc2c2ccccc21	7	-3	-2	-3	-0.7	-18	8	-4
35	Cc1c(Cl)cccc1NC(=S)Nn1cnnc1	2	7	1	-2	-2.5	-8	-4	11
36	CC(=O)c1ccccc1OCC(O)CN1CCN(c2ccccn2)CC1 (centres undefined)	0	2	-2	-6	-0.7	-8	-12	9
37	COc1ccc(CNc2ccc(C)c(C)c2)cc1	1	-17	6	0	1.2	-5	2	0
38	O=C(Cc1ccc([N+](=O)[O-])cc1)Nc1ccc(C(=O)N2CCOCC2)cc1	1	-5	7	-4	-1.0	-2	-4	3
39	Cc1ncc(CN2CCC(n3nccc3NC(=O)c3ccccc3)CC2)s1	2	19	-2	-4	-1.8	0	-3	5
40	Cc1csc(SCc2ccc(C(=O)O)cc2)n1	1	-5	1	9	2.1	-4	7	2
41	NC(N)=N/N=C/c1ccc(OCc2ccc(Cl)cc2Cl)cc1	9	-1	3	1	6.0	-14	6	10
42	CCCOc1c(OC)cccc1C1CC(=O)Nc2cc3c(cc21)OCO3 (centres undefined)	-8	-4	5	5	-3.2	11	0	13
43	O=C(Nc1ccccc1C(=O)N1CCCCCC1)c1ccc(F)cc1	0	-1	-1	-4	0.0	-5	9	6
44	COc1ccc(OC)c(S(=O)(=O)Nc2cccc(-c3ccc4nncn4n3)c2)c1	1	-3	0	1	0.7	-3	5	10
45	Cc1ccc(-n2c(C)cc(/C=C3/C(=N)N4C(c5ccccc5)=CSC4=NC3=O)c2C)cc1	-5	-4	15	1	2.7	24	13	24
46	O=C(CSc1ccc(Cl)cc1)NCc1ccncc1	-1	5	-2	2	-1.1	5	-9	10
47	O=S(=O)(Nc1cccc(-n2cnnn2)c1)c1ccccc1F	0	1	-1	0	-0.1	1	3	5
48	CCCn1cnc2sc(CC)cc2c1=O	-3	-9	-13	-5	-0.5	-1	-18	4
49	COc1ccc(NC(=S)Nc2cccnc2)c(OC)c1	1	-9	2	-3	-2.5	0	1	5
50	N#CCOC(=O)[C@H](Cc1c[nH]c2ccccc12)NS(=O)(=O)c1ccc(Cl)cc1	29*	-1	-17	1	1.2	5	7	-23

Profiles, looked up by structure. Order of values: GRIN3A LBD mod, APOBEC3G inh, CXCR6 block, APOBEC3A inh, MPTP inh, EBI2 block, Gli-Sufu block, CCR6 antag
Cc1c(Cl)cccc1NC(=S)Nn1cnnc1 as listed: 2, 7, 1, -2, -2.5, -8, -4, 11
COc1cc(/C=C2\SC(=O)NC2=O)ccc1OCc1ccc(Cl)nc1 as listed: 26*, -6, 1, -1, -0.1, -4, -17, -6

(continued)
no.	structure	GRIN3A LBD mod	APOBEC3G inh	CXCR6 block	APOBEC3A inh	MPTP inh	EBI2 block	Gli-Sufu block	CCR6 antag
51	Cc1nc2ccc(N=NC3=C(O)CCCC3=O)cc2s1	1	0	6	3	0.8	9	-8	17
52	Cc1nc2ccc(-c3nc4ccccc4o3)cc2[nH]1	-4	-1	1	1	0.1	4	-106	-2
53	Cc1ccc(O)c(C(=O)CC(=O)c2ccccc2Cl)c1	-9	-4	13	1	2.5	4	-23	3
54	CCn1c(O)c2ccc(C(=O)N=NC(=O)c3ccccc3)cc2c1O	0	-2	4	-1	-0.5	2	-11	6
55	Cc1ccc(C(=O)N2CCN(c3ccccn3)CC2)cc1C	-2	-6	2	-7	0.9	0	18	8
56	O=C(CN(Cc1ccccc1)S(=O)(=O)c1ccc2c(c1)OCCO2)N/N=C/c1cccc(Br)c1	-11	0	2	-1	-0.4	1	17	5
57	CCn1cc(C2C3=C(CC(C)(C)CC3=O)N(c3ccccc3)C3=C2C(=O)CC(C)(C)C3)c(C)n1	-2	0	7	4	2.0	-6	20	9
58	O=C(CCCN1C(=O)/C(=C/c2ccccc2Cl)SC1=S)Nc1cccnc1	-7	-1	7	6	-1.1	24	18	17
59	Cc1nnc(N=c2ssnc2Cl)o1	21*	74*	13	3	1.0	41*	6	56*
60	Cc1cc(NS(=O)(=O)c2ccc(CC(C)C)cc2)no1	-1	-8	4	-6	0.3	-2	-4	7
61	O=C(c1cc2n(n1)C(C(F)(F)F)CC(c1ccc(Cl)cc1)N2)N1CCCC1 (centres undefined)	1	-5	-2	-3	-0.7	0	57*	11
62	O=C(NCCCc1ccccc1)c1ccccc1O	-1	-5	-2	0	9.0	-1	-3	10
63	COc1cccc(C(=O)C2CCCN(Cc3c(C)n(C)n(-c4ccccc4)c3=O)C2)c1 (centres undefined)	0	-3	-7	1	1.7	5	6	-2
64	COc1cccc(/C=N/n2c(-c3n[nH]c4c3CCC4)n[nH]c2=S)c1OC	2	62*	2	1	2.9	-7	0	11
65	COc1ccccc1N1CCN(CC(=O)N2N=CCC2c2ccccc2)CC1 (centres undefined)	-1	-5	5	1	0.3	0	12	0
66	CC(Cc1ccsc1)NC(=O)CCc1nnc(CCc2ccccc2)o1 (centres undefined)	1	-7	0	-4	2.1	0	-3	7
67	Cc1c(C(=O)N2CCCC(C(F)(F)F)C2)oc2ccccc12 (centres undefined)	1	-6	1	-2	0.3	2	-9	20
68	COc1ccc(C2C(C(C)=O)=C(O)C(=O)N2C)c(OC)c1 (centres undefined)	3	-1	3	-1	0.2	9	-5	3
69	COc1ccccc1C(=O)NCCC(=O)N(C)CC(=O)Nc1ccccc1Br	-1	-7	-4	0	-0.2	1	-13	8

Five entries out of the list above, arranged by their value in CXCR6 block, largest number first:
item | Compound | CXCR6 block
59 | Cc1nnc(N=c2ssnc2Cl)o1 | 13
56 | O=C(CN(Cc1ccccc1)S(=O)(=O)c1ccc2c(c1)OCCO2)N/N=C/c1cccc(Br)c1 | 2
29 | COc1cc(/C=C2\SC(=O)NC2=O)ccc1OCc1ccc(Cl)nc1 | 1
61 | O=C(c1cc2n(n1)C(C(F)(F)F)CC(c1ccc(Cl)cc1)N2)N1CCCC1 (centres undefined) | -2
18 | Cc1nc2ccccc2c(=O)n1-c1ccc(NS(=O)(=O)c2cc(F)ccc2F)cc1 | -4
